SMARCA2 act = SMARCA2 function activation, primary screen | MG213 cells, MMTV-luciferase reporter, dexamethasone, overnight | 370,000 tested, 1% active | AID 652017 | activation, % at 9.1 µM; in the data active = activation above about 7.8%;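 note: 0% = vehicle wells and 100% = reference activator wells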
KLK7 zymogen act = proKLK7 (human) activation, primary screen. P49862. purified proKLK7, EDANS-DABCYL substrate fluorescence; 100% is mature enzyme control, 0% vehicle. activation, % at 7 µM. 370,000 tested, 0.9% active. AID 652039;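 active = activation above the mean of all tested compounds plus 3 SD, computed per campaign excluding outliers beyond control limits, cut at about 13% in these data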
ssDAF-12 act = activators of S. stercoralis DAF-12 nuclear receptor; HEK293 ssDAF-12/GRIP1 lit1-tk-luc reporter, luminescence; % of 3 µM dafachronic acid response; activation, % at 6.8 µM; 370,000 tested, 1% active; AID 652126;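 active = activation above the mean over all tested compounds plus 3 SD, cut at about 0.9% in these data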;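 note: 0% = DMSO-only wells and 100% = 3 µM delta7-dafachronic acid wells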
NPR1 activator = GC-A (human) enzyme activation; HEK293 GC-A cells, cGMP TR-FRET, EC30 ANP; 0% at EC30 ANP, 100% saturating ANP; P16066; activation, % at 10 µM; 370,000 tested, 0.14% active; in the data active = activation above about 40%
hgDAF-12 ag = activates the H. glycines DAF-12 receptor ligand-binding domain; HEK293 GAL4-hgDAF12 UAS-luciferase reporter, agonist luminescence; normalized to butyrate control; activation, % at 6.8 µM; 370,000 tested, 1.8% active;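 active = activation above a cutoff set at the mean of all screened compounds plus 3 SD, cut at about 10% in these data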;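 note: 0% = DMSO wells and 100% = sodium butyrate wells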
GC-B act = GC-B (human) receptor activation; 370,000 tested, 0.11% active; HEK293-GC-B cells, CNP EC30, cGMP TR-FRET; 0% at EC30 CNP, 100% saturating CNP; P20594; activation, % at 10 µM;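 active = activation at 10 µM reaching about 35% in either raw or pattern-adjusted values, limit read from the data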
Target sequence (P20594 whole entry, looked up): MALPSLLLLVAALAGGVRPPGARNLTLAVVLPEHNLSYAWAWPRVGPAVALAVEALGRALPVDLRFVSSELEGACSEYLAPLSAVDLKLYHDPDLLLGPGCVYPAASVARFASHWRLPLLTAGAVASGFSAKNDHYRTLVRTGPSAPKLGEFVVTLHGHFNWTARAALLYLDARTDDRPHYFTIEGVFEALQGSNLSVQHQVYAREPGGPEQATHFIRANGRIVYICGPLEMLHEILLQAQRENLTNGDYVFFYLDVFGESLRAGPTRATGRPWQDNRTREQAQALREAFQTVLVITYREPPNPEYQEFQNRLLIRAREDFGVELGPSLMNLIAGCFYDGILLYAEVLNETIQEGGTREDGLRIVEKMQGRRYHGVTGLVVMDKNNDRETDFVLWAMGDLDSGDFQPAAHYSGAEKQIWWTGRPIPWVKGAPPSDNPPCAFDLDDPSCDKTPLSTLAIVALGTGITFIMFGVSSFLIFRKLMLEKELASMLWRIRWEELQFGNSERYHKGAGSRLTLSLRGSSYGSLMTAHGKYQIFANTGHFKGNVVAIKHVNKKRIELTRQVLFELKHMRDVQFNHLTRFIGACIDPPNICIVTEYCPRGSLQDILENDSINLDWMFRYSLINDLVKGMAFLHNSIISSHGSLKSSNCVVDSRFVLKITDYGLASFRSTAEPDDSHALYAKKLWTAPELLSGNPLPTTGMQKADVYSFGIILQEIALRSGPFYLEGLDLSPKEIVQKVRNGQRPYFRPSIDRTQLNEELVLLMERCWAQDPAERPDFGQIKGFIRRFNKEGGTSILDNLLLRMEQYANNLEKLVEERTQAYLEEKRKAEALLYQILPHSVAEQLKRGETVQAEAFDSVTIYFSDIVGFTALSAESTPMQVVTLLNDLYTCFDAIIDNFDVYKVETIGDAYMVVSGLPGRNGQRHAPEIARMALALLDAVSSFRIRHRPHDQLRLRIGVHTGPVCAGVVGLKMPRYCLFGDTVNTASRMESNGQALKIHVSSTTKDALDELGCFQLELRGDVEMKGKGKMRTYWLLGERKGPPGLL
DAX1 inh-1 = blocks DAX1 repression of SF-1 activated StAR promoter | inhibition, % at 6.8 µM | 370,000 tested, 1.1% active | AID 652010 | HEK293T StAR-luciferase reporter, SF-1/DAX-1 repression relief;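 active = inhibition above the mean over all tested compounds plus 3 SD, cut at about 3.6% in these data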;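 note: 0% = DAX-1 cells with DMSO and 100% = cells lacking DAX-1 with DMSO; higher inhibition means more luminescence from relief of DAX-1 repression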
GAA850 FXN act = activators of GAA850 frataxin (FXN) promoter | HEK293 lucGAA850 FXN promoter luciferase reporter, 24 h; percent of 10 µM SAHA response | activation, % at 6 µM | 360,000 tested, 0.56% active | AID 540364;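 active = activation above the average of all compounds screened plus 3 SD, cutoff fixed separately per campaign, cut at about 7.5% in these data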;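 note: 0% = DMSO wells and 100% = 10 µM SAHA wells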
sPLA2-III inh = Blocks human group III sPLA2 activity. inhibition, % at 12.2 µM. Q9NZ20. QFRET BODIPY PC-A2 liposome hydrolysis, fluorescence. 370,000 tested, 0.56% active;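 active = inhibition above mean plus 3 SD of compounds lying within the high and low control bounds, cut at about 19% in these data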;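 note: 0% = median of test compound wells and 100% = no enzyme DMSO wells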
DAX1 inh-2 = NR0B1 (DAX1) inhibition. P51843. HEK293 Gal4-DAX1 luciferase reporter, luminescence. inhibition, % at 6.75 µM. 340,000 tested, 0.99% active. AID 504766;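 active = inhibition above the mean over all tested compounds plus 3 SD, cut at about 4.2% in these data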;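 note: 0% = DAX1-transfected cells with DMSO and 100% = empty-vector control cells with DMSO; inhibition shows as a rise in luminescence from relieved DAX1 repression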
hcDAF12 agonist = activates DAF-12 receptor from parasite H. contortus; HEK293 hcDAF-12 lit1-tk-luc reporter, luminescence; 0% DMSO, 100% Δ7-dafachronic acid; activation, % at 6.8 µM; 370,000 tested, 1.4% active; AID 652067;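 active = activation above the mean of all tested compounds plus 3 SD, cut at about 5.5% in these data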;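 note: 100% = response to 3 µM Δ7-dafachronic acid high control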
Starred values were filed as active, the others as inactive; · = no result given.

SMILES,NPR1 activator,ssDAF-12 act,SMARCA2 act,DAX1 inh-2,DAX1 inh-1,KLK7 zymogen act,sPLA2-III inh,GAA850 FXN act,GC-B act,hgDAF-12 ag,hcDAF12 agonist
CCCc1cc(=O)[nH]c(SCC(=O)NCCN2C(=O)CSC2=O)n1,-1,-0.8,-5,-0.5,0.3,-1.4,9,2.5,-1,-0.2,-0.7
CCCCc1ccc(NC(=S)N2CCN(C(=O)c3ccco3)CC2)cc1,-5,-1.4,0,-0.6,-0.3,-0.2,8,0.3,-9,-1.9,-1.1
Clc1ccccc1C1CC(c2ccccc2)Nc2ncnn21 (stereo unspecified),-1,-1.1,-3,2.5,0.5,0.5,13,0.9,-4,1.4,-1.2
Cc1ccc(SC2=C[C@@]3(O)CC[C@@H](O)[C@@](Sc4ccc(C)cc4)(C2=O)[C@H]3O)cc1,3,-1.3,-4,·,-1.4,1.4,7,·,-7,-2.8,-1.8
COc1ccccc1Nc1nnc(SCC(=O)NC(=O)Nc2ccc3c(c2)OCCO3)s1,-5,-1.1,-3,0.5,-0.7,0.0,-15,1.2,-2,-2.8,-2.1
N#C/C(=C/c1ccccc1[N+](=O)[O-])c1nnc2n1CCCCC2,2,-0.8,1,1.2,-0.2,-0.1,-1,3.2,0,1.0,0.9
Cc1ccc(OCC(=O)N2N=C(C(F)(F)F)CC2(O)C(C)(C)C)cc1C (stereo unspecified),6,-2.1,-7,-1.9,-1.6,0.0,-17,-6.0,8,-9.2,-4.1
COc1ccc(S(=O)(=O)N2CCOCC2)cc1NC(=O)CCCOc1ccccc1,-3,-0.8,1,0.1,0.0,0.1,-9,-2.2,6,-0.9,-1.3
COc1ccc(NC(=O)CSc2nnc(-c3cnccn3)n2C)cc1OC,-2,-1.3,0,0.2,0.1,0.6,-1,1.2,1,0.1,-0.5
O=C(CCn1nc(-c2ccc(Cl)cc2)c2ccccc2c1=O)NN1CCOCC1,-2,-1.7,1,·,-0.2,0.8,1,0.1,-2,1.4,1.9
O=C1CC(c2cccc(Br)c2)C2=C(COC2=O)N1 (stereo unspecified),4,-1.2,-2,-0.6,0.9,0.2,6,-1.2,-1,-2.2,-0.8
CN1/C(=C\C=C2/SC(=S)N(CC(=O)O)C2=O)C(C)(C)c2ccccc21,-3,-0.8,-1,-0.7,-0.6,-0.3,-183,0.5,2,-0.2,-0.9
COc1cc(C2c3[nH]c4ccccc4c3CCN2Cc2cn(C)nc2C)ccc1F (stereo unspecified),-9,-0.6,-1,0.3,-0.6,4.5,-13,-2.8,-2,0.4,2.1
O=C(Cn1c(CO)nc2ccccc21)Nc1ccccc1Cl,5,-0.7,0,1.0,-0.4,0.1,5,2.7,-5,1.5,0.6
Cc1ccc(N)cc1-n1c(C)ccc1C,3,-0.9,-1,-1.3,0.3,3.5,9,0.1,1,1.1,2.3
Cc1ccc(O)c(NC(=O)c2noc(C(C)C)c2[N+](=O)[O-])c1,-5,-0.8,9.0*,1.7,-0.1,0.0,-5,0.4,4,5.1,1.6
COc1ccc(Cc2c(N)nc(C)nc2N)cc1,3,-0.7,2,·,0.8,-0.4,3,2.4,3,4.1,-2.6
CCOc1ccc(/C(CCC(=O)O)=N/NC(=S)NC(C)C)cc1,1,-1.1,0,-0.1,0.2,-0.2,0,-0.5,9,4.1,-0.7
O=C(Nc1ccc(N2CCN(C(=O)c3ccco3)CC2)cc1)c1ccccc1Br,4,-1.2,-2,0.1,-0.8,-0.1,5,2.5,2,-0.6,-1.9
COc1cc(CNCc2cc(OC)c(OC)c(OC)c2)cc(OC)c1,-4,-1.8,-4,-1.9,-0.2,-0.2,6,0.9,-7,-2.9,-1.2
O=C(NC(=O)N1CCOCC1)c1ccccc1,-1,-1.6,-2,1.9,0.1,-0.4,6,-1.6,3,-1.0,-0.8
CCCCN(C(=O)c1ccc([N+](=O)[O-])o1)c1c(N)n(CCCC)c(=O)[nH]c1=O,0,-0.5,-1,-1.3,-1.6,0.7,0,0.5,-16,-1.1,-0.5
C/C(=N\NC(=S)NC1CCCCC1)c1ccc(C#N)cc1,-1,-2.0,-5,-0.8,-0.1,-0.8,26*,4.6,-2,-1.0,-1.9
COC(=O)C1CN(C2CC2)CCS(=O)(=O)N1Cc1cn(Cc2ccc(F)cc2)nn1 (stereo unspecified),3,-1.2,-1,·,0.0,1.0,5,·,3,3.2,-0.7
Cc1ccc(CN2CC(N3CCC[C@@H]3C)CS2(=O)=O)cc1 (stereo partly specified),1,-1.0,-2,·,-1.0,-0.1,6,·,4,1.1,-0.7
Fc1cc(F)c(NC(=S)N2CCOCC2)c(F)c1,4,-1.1,-4,-1.6,-0.3,0.1,1,1.4,3,0.4,1.3
COc1ccccc1CCNS(=O)(=O)c1ccc(C(=O)O)n1C,2,-0.3,-1,0.8,0.6,0.8,-5,1.1,0,-0.2,0.3
CCOc1ccccc1-n1nnnc1SCc1nc2ccccc2s1,-4,3.6*,2,0.9,2.0,-0.9,-13,5.9,0,5.9,3.9
CCN(CC)c1ccc(NC(=O)Cn2cc3c(n2)CCC(C)C3)c(C)c1 (stereo unspecified),2,-1.8,0,-0.9,-1.0,-0.1,9,2.8,6,-5.7,0.6
O=C(O)Cc1sc(-c2cccnc2)nc1-c1ccc(Br)cc1,-1,-1.3,-1,0.8,0.2,-0.7,-5,0.6,-1,2.7,0.0
COc1ccccc1N1CCN(S(=O)(=O)CCNC(=O)C(C)Oc2ccccc2)CC1 (stereo unspecified),3,-0.8,-3,-1.3,-0.8,-0.1,-1,-2.0,11,1.1,-0.3
CC1CCN(C(=O)c2ccc(N3CCOCC3)c([N+](=O)[O-])c2)CC1,4,-0.8,-4,-1.0,0.9,-0.1,17,-0.9,7,1.9,-2.7
O=C(NCC1CC1)Nc1cccc(C(F)(F)F)c1,-4,-0.8,1,1.5,0.0,-0.6,0,1.1,4,1.2,-1.8
Cn1c(=O)c2c(nc(NCCNC(=O)c3ccco3)n2Cc2ccccc2F)n(C)c1=O,0,-0.7,0,0.1,-0.2,0.4,6,1.2,3,-0.2,-0.7
COc1ccc(C/C(C)=N/NC(=O)C2COc3ccccc3O2)cc1 (stereo unspecified),-4,-1.6,-1,3.0,-1.5,0.1,2,-4.0,-2,5.5,-2.9
Cc1ccccc1-n1nnnc1Sc1nnnn1-c1ccccc1,2,-1.6,-10,-3.1,-0.5,-1.0,-7,-17,9,-3.8,-1.6
CCCCNC(=O)O[C@H]1CC[C@@]23CCCN2C(=O)CCC[C@H]3[C@H]1CCC,-11,-1.1,·,·,·,·,16,·,-18,-3.1,-2.0
COc1ccc(-c2nn(-c3ccccc3)cc2/C=C/C(=O)OCC(=O)Nc2cccc(C#N)c2)cc1,-4,-0.5,-1,-0.2,0.2,-0.5,5,2.0,-11,-1.4,-0.5
O=C(c1cc(Cl)ccc1O)N1CCN(S(=O)(=O)c2cccs2)CC1,-3,-0.7,-2,0.8,-0.7,-0.5,-5,0.3,-1,-0.2,-0.4
Cc1ccc(NC(=O)CCn2nnc3ccccc32)cc1,4,-1.3,3,4.0,2.5,0.1,-2,2.6,-4,9.3,1.7
CCCCOCCCNC(=O)C[C@@H]1C[C@@]2(C(=O)OCC)CCCC=C2N(Cc2cccc3ccccc23)C1=O,-3,-1.2,-5,·,-1.4,-0.4,-24,·,0,-0.9,-1.8
O=C(O)c1ccc(NC(=O)c2ccco2)c(NC(=O)c2ccco2)c1,-7,-0.9,-4,1.6,-0.1,-0.5,13,1.6,-1,-0.1,-0.1
COCCCNc1ccc([N+](=O)[O-])cc1C(=O)Nc1cccc(C)n1,4,-1.6,1,0.3,-1.9,-0.1,0,-0.5,4,-4.6,-2.8
O=c1c2ccccc2nc(SCc2ccccc2)n1CC1CCCO1 (stereo unspecified),-14,-1.3,-3,-3.0,-0.1,0.3,-3,1.8,-15,0.3,-1.4
O=C(CSc1nnc2ccc3ccccc3n12)N1CCOCC1,3,-0.6,4,2.0,0.8,-0.7,7,3.8,-1,9.3,2.6
COC(=O)c1cccc(CSc2nc3ccccc3[nH]2)c1,2,-2.0,3,-2.5,0.9,0.2,-7,4.5,-1,6.0,-0.3
CC(C)(C)c1ccccc1OCC(=O)NCCCn1ccnc1,-6,-1.0,-1,-0.7,-0.5,0.1,-9,2.0,2,1.9,-0.7
O=S1(=O)CC2SC(=S)N(c3ccccc3)C2C1 (stereo unspecified),5,-2.0,-3,·,-0.1,-0.4,3,-0.1,-8,-1.2,0.5
O=C(NCCc1c[nH]c2ccccc12)C1CCN(c2nnc(N3CCCC3=O)s2)CC1,-3,-0.3,-1,-0.4,-0.1,-0.7,-23,0.2,-1,-0.7,1.9
COc1ccc(C(=O)c2coc(-c3ccccc3C(=O)O)c2C(=O)O)cc1,0,-1.2,-2,1.3,0.4,0.4,19*,0.4,1,6.0,0.3
CCc1cc2c(-c3ccccc3)cc(=O)oc2cc1OCC(=O)NCC1CCC(C(=O)O)CC1 (stereo unspecified),-2,-0.4,3,0.9,0.5,-0.3,0,1.0,-6,-0.3,0.7
C/C(=N\NC(=O)c1cccc2ccccc12)c1ccccn1,19,-1.3,-2,-0.7,-1.4,-0.5,0,5.2,10,0.3,-1.6
Oc1cccc(Nc2ccccc2)c1,2,-0.6,-3,1.3,0.5,-0.1,-2,1.2,-5,5.7,-0.8
O=C(Sc1nnc(-c2ccccc2)o1)N1c2ccccc2Sc2ccccc21,0,-0.4,5,0.5,0.7,-0.2,10,1.5,-2,1.8,0.1
CC(C)(C)S(=O)(=O)c1cnc(N2CCCC2)nc1N,-1,-1.0,-4,0.2,0.5,-0.1,0,0.1,4,-0.2,0.8
CCOC(=O)c1nnc(-c2ccc(C)cc2)nc1N1CCSCC1,6,-1.5,-3,-2.0,-0.2,0.1,-3,5.2,2,0.2,-1.9
COC(=O)c1cc(S(=O)(=O)NCc2ccc(F)cc2)cn1C,1,-1.3,2,0.6,-0.1,-0.3,5,0.6,2,-0.4,-0.4
Cn1c(CC(=O)Nc2ccc(Cl)c(Cl)c2)n[nH]c1=S,-5,-1.4,-2,0.4,0.5,-0.2,8,2.2,-3,-2.2,0.3
COc1ccccc1N1CCN(c2nc3ccccn3c(=O)c2C=O)CC1,-2,-0.7,2,-0.4,0.1,0.3,1,2.6,-8,0.4,-1.6

Pulled one by one from the entries so far, two records:
SMILES,NPR1 activator,ssDAF-12 act,SMARCA2 act,DAX1 inh-2,DAX1 inh-1,KLK7 zymogen act,sPLA2-III inh,GAA850 FXN act,GC-B act,hgDAF-12 ag,hcDAF12 agonist
CCc1cc2c(-c3ccccc3)cc(=O)oc2cc1OCC(=O)NCC1CCC(C(=O)O)CC1 (stereo unspecified),-2,-0.4,3,0.9,0.5,-0.3,0,1.0,-6,-0.3,0.7
CCOC(=O)c1nnc(-c2ccc(C)cc2)nc1N1CCSCC1,6,-1.5,-3,-2.0,-0.2,0.1,-3,5.2,2,0.2,-1.9

Source: PubChem BioAssay (several laboratories)
